MPTP block = inhibitors of mitochondrial permeability transition pore; 1.4% of 360,000 active; isolated mouse mitochondria, Ca2+ swelling absorbance, 30 min; inhibition, % at 10 µM; AID 602449;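 active = inhibition of 50% or more, scaled per plate between neutral and stimulator controls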;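 also: 0% = DMSO wells given calcium and 100% = 1 mM EGTA wells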
NR3A LBD binder = modulates the human NR3A ligand-binding domain. NR3A LBD differential scanning fluorimetry, Tm shift; 0% = protein alone, 100% = glycine-bound protein. Tm shift relative to glycine control, % at 25 µM. 2.5% of 340,000 active. AID 1259313;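 active = melting temperature shift of at least 10% of the positive control shift, at one fixed dose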
mIAP inh = mouse IAP inhibition | purified mouse IAP, CDP-Star luminescence, 30 min | inhibition, % at 10 µM | 0.2% of 330,000 active;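 active = inhibition of at least 40% at 10 µM in the primary screen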;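 also: plate controls were DMSO with enzyme for no effect and no enzyme wells for full effect; values of inactives mirror those of a sister screen read the other way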
hIAP block = human IAP inhibition; purified IAP, CDP-Star luminescence, 30 min; inhibition, % at 10 µM; 0.12% of 330,000 active; AID 2544;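 active = inhibition reaching a set limit with compound at 10 µM in the primary screen, cut at about 35% in these data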;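 also: plate controls were DMSO wells with enzyme for no effect and no-enzyme buffer wells for full effect; values of inactives mirror those of a sister screen read the other way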
Target sequence (P09923 whole entry, looked up): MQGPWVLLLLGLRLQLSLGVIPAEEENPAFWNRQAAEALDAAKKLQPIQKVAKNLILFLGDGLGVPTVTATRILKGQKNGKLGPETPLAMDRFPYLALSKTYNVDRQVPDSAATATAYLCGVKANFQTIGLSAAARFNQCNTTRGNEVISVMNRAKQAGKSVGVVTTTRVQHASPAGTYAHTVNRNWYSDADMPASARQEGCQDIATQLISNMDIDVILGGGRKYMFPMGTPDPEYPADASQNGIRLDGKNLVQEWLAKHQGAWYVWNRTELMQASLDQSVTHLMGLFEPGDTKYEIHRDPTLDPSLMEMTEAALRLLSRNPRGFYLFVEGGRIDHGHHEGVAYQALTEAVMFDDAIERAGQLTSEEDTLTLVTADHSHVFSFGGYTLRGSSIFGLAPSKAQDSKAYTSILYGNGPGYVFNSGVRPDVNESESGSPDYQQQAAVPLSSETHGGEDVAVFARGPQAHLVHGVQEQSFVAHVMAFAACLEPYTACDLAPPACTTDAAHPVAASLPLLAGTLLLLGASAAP
A3G deaminase = inhibitors of human APOBEC3G DNA deaminase; Q9HC16; recombinant A3G, ssDNA deamination FAM/TAMRA fluorescence; inhibition, % at 20 µM; 0.28% of 330,000 active;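 active = inhibition of at least 40% at 20 µM, with no more than 30% in the related APOBEC3A deaminase screen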;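 also: plate controls were DMSO wells with A3G for no effect and wells lacking A3G enzyme for full effect; some compounds called inactive have numbers as strong as hits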
Target sequence (Q9HC16 whole entry, looked up): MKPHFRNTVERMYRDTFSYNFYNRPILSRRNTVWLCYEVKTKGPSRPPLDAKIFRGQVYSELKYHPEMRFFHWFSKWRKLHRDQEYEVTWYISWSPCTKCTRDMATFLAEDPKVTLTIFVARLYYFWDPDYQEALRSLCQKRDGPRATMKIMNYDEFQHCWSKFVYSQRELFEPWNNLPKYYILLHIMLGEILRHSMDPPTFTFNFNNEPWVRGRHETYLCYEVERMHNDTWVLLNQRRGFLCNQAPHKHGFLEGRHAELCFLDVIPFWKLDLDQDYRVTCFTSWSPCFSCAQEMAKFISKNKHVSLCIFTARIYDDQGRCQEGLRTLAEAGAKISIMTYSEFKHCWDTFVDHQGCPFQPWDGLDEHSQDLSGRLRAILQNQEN
mIAP act = mouse IAP activation; muIAP, CDP-Star luminescence, 30 min; active compounds read high; 1 = vehicle-only enzyme signal, 0 = enzyme-free wells; activation factor at 10 µM; 0.24% of 330,000 active;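 active = activation factor of at least 2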; also: the source names both 10 and 20 µM as test concentration; values of inactives mirror those of a sister screen read the other way
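System: Mouse IAP enzyme | Also added: CDP-Star substrate | Dosing: Compounds dispensed in DMSO | Schedule: 30 min enzyme-substrate-compound incubation at room temperature | Technique: Chemiluminescence readout | Control set: DMSO-only wells and no-enzyme negative control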
MIN6 prolif = MIN6 beta-cell proliferation induction | MIN6 cells proliferation, ATPlite luminescence, 48 h; cells starved in 0.2% serum; 100% = growth in 10% serum | proliferation, % at 10 µM | 0.29% of 330,000 active | AID 2380;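 active = compounds whose signal lies at least 3.5 SD above the mean of all wells on their plate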;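 also: 0% = DMSO-treated cells in low-serum medium and 100% = 10% serum control; some compounds called inactive have numbers as strong as hits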
A3A deaminase = blocks human APOBEC3A ssDNA deamination; P31941; recombinant A3A, FAM/TAMRA ssDNA deamination fluorescence; inhibition, % at 20 µM; 0.41% of 330,000 active; AID 493011;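 active = at least 40% inhibition at 20 µM here, with at most 30% in a related deaminase screen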;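 also: plate controls were A3A with DMSO for no effect and wells lacking A3A enzyme for full effect; some results filed as inactive read as strong as hits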
hIAP act = human IAP activation; purified human IAP, CDP-Star luminescence, 30 min; active compounds read high; 1 = vehicle-only enzyme, 0 = enzyme-free background; activation factor at 10 µM; 0.16% of 330,000 active;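 active = activation factor of the enzyme at least 2-fold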; also: the source names both 10 and 20 µM as test concentration; values of inactives mirror those of a sister screen read the other way
* marks the source's active call; other numbers are inactive results; x = no result given.

SMILES	MPTP block	NR3A LBD binder	mIAP inh	hIAP block	A3G deaminase	mIAP act	MIN6 prolif	A3A deaminase	hIAP act
Cc1ccc(C(=O)Nc2ccc(N3CCN(S(C)(=O)=O)CC3)cc2)cc1C	-0.7	0	1	-4	0	0.99	0	3	1
C#CCOCCOCCOCCNc1nc(N2CCOCC2)nc(N2CCN(C(=O)[C@H](Cc3cc4ccccc4[nH]3)n3cc([C@@H](N)Cc4ccc(O)cc4)nn3)CC2)n1	0.5	-3	-8	8	-10	1.1	1	4	0.92
COc1ccc(-n2c(Cc3cccn3C)nnc2SCC(=O)Nc2ccccc2F)cc1	-0.3	0	2	21	-9	0.98	0	1	0.79
CC1CCCC(N2CCN(C(=O)c3ccc([N+](=O)[O-])cc3)CC2)C1 (stereo unspecified)	1.5	-2	8	-14	-5	0.92	2	-6	1.1
COc1ccc(S(=O)(=O)N2CCOCC2)cc1NC(=O)COC(=O)c1oc2ccccc2c1C	0.1	2	1	4	-4	0.99	-1	5	0.96
COc1ccc(OCC(=O)NC(=S)Nc2ccc(S(=O)(=O)Nc3cc(OC)nc(OC)n3)cc2)cc1	0.8	-9	-2	0	-2	1	0	0	1
CCOC(=O)C1(Cc2ccc(OC)cc2)CCN(C(=O)CCn2cccn2)CC1	-2.1	0	-6	-14	-3	1.1	1	-4	1.1
O=C(c1ccccc1)c1ccc(NCCCn2ccnc2)c([N+](=O)[O-])c1	0.6	4	10	-4	0	0.9	3	2	1
CC1(c2nnc(-c3ccccc3)o2)CC(c2ccc([N+](=O)[O-])cc2)=NO1 (stereo unspecified)	0.6	-14	6	7	-5	0.94	3	-1	0.93
O=C1OC(c2ccccc2)=NC12CC2c1ccc(Cl)cc1 (stereo unspecified)	-0.5	3	0	-4	1	1	-6	2	1
O=C(Cc1ccc(Cl)cc1)NNC(=O)c1cnccn1	0.2	2	24	5	-4	0.77	0	-3	0.95
NC(=O)c1cc(S(=O)(=O)Nc2cccc(F)c2)co1	-0.8	-3	-2	2	-7	1	1	-1	0.98
Cc1nn(CCC(=O)NNC(=S)Nc2ccc([N+](=O)[O-])cc2)c(C)c1[N+](=O)[O-]	-0.5	3	10	-46	-7	0.9	0	0	1.5
OC(Cn1cncn1)(c1ccc(F)cc1)c1ccc(Cl)cc1 (stereo unspecified)	0.4	7	-6	11	-6	1.1	0	0	0.89
CCOC(=O)c1cccc(NC(=O)CN(c2ccc(C)cc2)S(=O)(=O)c2c(C)n[nH]c2C)c1	-3.5	-5	-22	-9	-2	1.2	1	-4	1.1
CC(=O)N1C(=O)N(C)C2C1N(C)C(=O)N2C(C)=O (stereo unspecified)	x	x	4	-25	-7	0.96	1	-5	1.3
O=C(NC1CCN(Cc2ccccc2)CC1)C1CCCN(S(=O)(=O)c2cccc3nonc23)C1 (stereo unspecified)	-0.7	-1	-6	5	-2	1.1	-4	1	0.95
CC1CCN(C(=O)CC(NC(N)=O)c2ccccc2Cl)CC1 (stereo unspecified)	-0.4	-4	3	14	-7	0.97	1	0	0.86
CCc1ccccc1N(CC(=O)NCc1ccccc1)C(=O)CCC(=O)Nc1ccccn1	0.2	-4	-2	-6	-3	1	0	0	1.1
O=C1[C@H]2[C@@H](/C=C/c3ccccc3)N3C(=O)CN(Cc4ccccn4)C(=O)[C@@]3(Cc3ccccc3)[C@H]2C(=O)N1c1ccccc1	0.6	-3	4	5	-3	0.96	-1	-2	0.95
Cc1ccc(N2C(=O)c3ccccc3NC2C(C)Cc2ccc3c(c2)OCO3)cc1 (stereo unspecified)	13	2	-17	0	-9	1.2	-6	-1	1
CCOc1ccccc1N1CCN(C(=O)/C=C/c2cccc([N+](=O)[O-])c2)CC1	0.1	-5	8	10	-11	0.92	1	-4	0.9
CCOC(=O)C1(Cc2cccc(OC)c2)CCN(Cc2cccn2-c2nccs2)CC1	0.5	0	-6	-9	-3	1.1	0	-3	1.1
COc1cccc(C2NC(=S)NC3=C2CCc2ccccc23)c1 (stereo unspecified)	-3.1	-4	2	5	-8	0.98	-4	-1	0.95
CCCC(=O)Nc1c(C(=O)OCC)[nH]c2ccccc12	-2.3	-1	-18	-25	-6	1.2	2	-2	1.2
CN1CCN(c2ccc(Cl)cc2NC(=O)CCN2C(=O)c3ccccc3C2=O)CC1	-1.4	0	6	14	-16	0.94	1	-5	0.86
COc1cccc(CN(C)C(=O)CNC(=O)c2ccc3c(c2)OCO3)c1OC	-0.4	1	-8	12	4	1.1	-1	-6	0.88
CCCCC(=O)NC(=S)Nc1cccc(NC(=O)c2ccco2)c1	0.8	-5	-6	1	-4	1.1	0	1	0.99
O=C(NC(=S)NCC1CCCO1)c1ccc(Cl)cc1Cl (stereo unspecified)	-0.6	3	1	4	-5	0.99	0	-3	0.95
CCN(CC)C(=S)SCC(=O)c1ccccc1	0.9	7	-2	7	1	1	5	2	0.93
CCOc1ccccc1NC(=O)NC(C)c1ccncc1 (stereo unspecified)	1.6	0	5	6	-5	0.95	-4	-4	0.94
CCOC(=O)c1ccc(-c2ccc(/C=N/NC(=O)Cc3nnc(N)s3)o2)cc1	4.7	-1	9	-1	-3	0.91	-2	-3	1
O=C(CCc1ccccc1)N=C1SC2CS(=O)(=O)CC2N1c1ccccc1 (stereo unspecified)	-0.6	1	5	-10	-2	0.95	-1	-2	1.1
Cc1[nH]c2ccccc2c1C(=O)C(=O)NCC1CCCO1 (stereo unspecified)	-3.4	0	-12	-4	1	1.1	-1	-1	1
CCOc1ccccc1N=Nc1c(C)[nH]n(C(N)=S)c1=O	2.4	-2	18	-16	-5	0.82	-2	-5	1.2
O=C(CSc1nnc(-c2ccccc2O)o1)N1CCc2ccccc2C1	-0.6	-1	13	13	-8	0.87	1	-5	0.87
COc1ccccc1NC(=O)c1cc(Sc2nncn2C)nc2ccccc12	-0.2	1	3	-6	-7	0.97	-3	-3	1.1
Nc1n[nH]c(N)c1N=Nc1ccccc1	-2.1	2	10	-8	-9	0.9	0	-2	1.1
COc1ccc(OCC(O)CN2CCc3ccccc3C2)cc1 (stereo unspecified)	-1.4	3	4	-10	-4	0.96	-1	-3	1.1
CCN1C(=O)c2ccccc2S(=O)(=O)c2ccc(C(=O)NCC(OC)OC)cc21	-1.8	1	3	-2	-5	0.97	-1	-3	1
Cc1cccc(NC(=O)CSc2nc3ccccc3o2)c1	6.3	-5	-4	-52	-1	1	-4	3	1.5
Cc1ccc(NC(=O)c2ccco2)c(NC(=O)c2ccccc2)c1	0.2	2	-5	6	-7	1	-2	0	0.94
Cc1ccc(-n2nc(C)c3c(C)c(CCC(=O)NCC4CCCO4)c(=O)n(C)c32)cc1 (stereo unspecified)	-1.9	2	-3	-9	-2	1	-1	14	1.1
CCSc1nnc(NC(=O)C(C(F)(F)F)C(F)(F)F)s1	9.3	3	-6	2	-1	1.1	-5	4	0.97
OCCN(Cc1ccccc1)c1ncnc2sccc12	-0.5	1	-3	-2	0	1	0	2	1
CCN(CC(=O)NCc1cccs1)C(=O)c1ccc(-c2ccc(F)cc2)o1	-1.2	-3	10	0	-5	0.9	-2	2	1
CCOC(=O)c1c(-c2ccc(-c3ccccc3)cc2)csc1NC(=O)c1cccc(N2C(=O)CCC2=O)c1	1.7	-1	15	5	-2	0.85	-1	-1	0.95
NC(=O)N1CCCC1C(=O)Nc1ccc(Cl)c(Cl)c1 (stereo unspecified)	2.0	0	-3	-12	-6	1	0	-5	1.1
Cc1noc(C)c1CSc1nc2ccccc2nc1NS(=O)(=O)c1ccc(Cl)cc1	88*	5	10	-6	1	0.9	-4	1	1.1
c1ccc2c(NCC3CCCO3)nc(-c3ccncc3)nc2c1 (stereo unspecified)	-2.4	-1	6	14	-1	0.94	0	3	0.86
CCO[C@@H]1OC(C(=O)N2CCN(Cc3ccc4c(c3)OCO4)CC2)=C[C@H](c2cn(C(C)=O)c3ccccc23)[C@H]1CCCO	-1.0	-2	43*	-10	-12	0.57	-6	-3	1.1
C[C@H](CO)N1C[C@H](C)[C@@H](CN(C)C(=O)Nc2ccccc2)Oc2ccc(NC(=O)Nc3ccc(C(F)(F)F)cc3)cc2C1=O	-0.5	11*	-90	10	-8	1.9	-3	-4	0.9
O=C1CCCc2ccccc2N1Cc1cccc(F)c1	1.6	-1	-5	-7	-11	1.1	1	-2	1.1
Cc1n(-c2ccccc2)c2ccc(Cl)cc2[n+]1CCO	-1.5	1	4	4	16	0.95	2	50*	0.96
COc1ccc(Br)cc1C1Nc2ccccc2C(=O)N1NC(=O)c1ccncc1 (stereo unspecified)	-4.9	1	1	-10	-4	0.99	-2	4	1.1
CN(c1ccccc1)c1nc(N)c([N+](=O)[O-])c(Nc2ccc(F)cc2)n1	1.6	-18	10	8	-6	0.9	5	-7	0.92
COc1ccc(-c2nc3ccccc3c(C(=O)Nc3ccc(S(=O)(=O)Nc4cc(C)on4)cc3)c2C)cc1	-1.8	-3	-1	-12	-7	1	-2	-3	1.1
CCCOc1ccc(N2C(=O)CC(N3CCCC(C(=O)N4CCCC4)C3)C2=O)cc1 (stereo unspecified)	0.0	0	3	-11	-1	0.97	0	-2	1.1
O=C(Nc1ccccc1C(=O)NC(Cc1ccc(O)cc1)C(=O)O)c1ccccc1 (stereo unspecified)	-0.9	-1	2	-2	-7	0.98	-1	-3	1
O=C1C=C(c2ccc3[nH]ccc3c2)CCC1	-1.9	2	5	17	-10	0.95	5	-5	0.83

The closing 4 compounds of the part above are carried over, then new ones follow:
SMILES	MPTP block	NR3A LBD binder	mIAP inh	hIAP block	A3G deaminase	mIAP act	MIN6 prolif	A3A deaminase	hIAP act
COc1ccc(-c2nc3ccccc3c(C(=O)Nc3ccc(S(=O)(=O)Nc4cc(C)on4)cc3)c2C)cc1	-1.8	-3	-1	-12	-7	1	-2	-3	1.1
CCCOc1ccc(N2C(=O)CC(N3CCCC(C(=O)N4CCCC4)C3)C2=O)cc1 (stereo unspecified)	0.0	0	3	-11	-1	0.97	0	-2	1.1
O=C(Nc1ccccc1C(=O)NC(Cc1ccc(O)cc1)C(=O)O)c1ccccc1 (stereo unspecified)	-0.9	-1	2	-2	-7	0.98	-1	-3	1
O=C1C=C(c2ccc3[nH]ccc3c2)CCC1	-1.9	2	5	17	-10	0.95	5	-5	0.83
COc1ccc(NCc2nnc(SCC(=O)Nc3ccc(OC)cc3OC)o2)cc1	-2.0	-1	10	-23	-2	0.9	-3	0	1.2
O=C(NCCO)c1cccc2c1-c1ccccc1C2=O	0.9	3	2	12	-5	0.98	-4	-3	0.88
Cc1ccc(NC(=O)COC(=O)c2nn(C)c(=O)c3ccccc23)cc1F	0.9	-1	28	-22	-3	0.72	-1	5	1.2
COc1ccc(C2C(C#N)=C(N)Oc3c2oc(CO)cc3=O)cc1 (stereo unspecified)	0.1	0	-15	-8	-3	1.1	-1	-5	1.1
O=C1CC(c2ccc(F)cc2)CC2=C1C=Nc1ccccc1N2 (stereo unspecified)	9.6	0	-11	6	-11	1.1	3	2	0.94
COCCN(C(=O)COC(=O)CCc1ccccc1)c1c(N)n(Cc2ccccc2)c(=O)[nH]c1=O	0.7	1	3	6	-14	0.97	3	-2	0.94
O=C1C=C(c2ccc3c(c2)oc2ccccc23)C[C@@H](c2ccc(Cl)cc2)C1	0.5	0	4	16	-10	0.96	-3	-4	0.84
CCc1nc2ccccc2n1CC(=O)N(C(C)CC)C1CCS(=O)(=O)C1 (stereo unspecified)	12	2	2	2	-4	0.98	0	-4	0.98
O=C(CNc1ccc(Br)cc1)c1ccc(Br)s1	-0.4	-4	10	28	-3	0.9	0	-4	0.72
Cc1onc(-c2ccccc2Cl)c1C(=O)NCCn1c(C)cc2ccccc21	1.7	0	-8	3	-11	1.1	-6	-6	0.97

Screens (PubChem BioAssay)
